Screens (PubChem BioAssay)
TDP1 cell CPT: qHTS for Inhibitors of human tyrosyl-DNA phosphodiesterase 1 (TDP1): qHTS in cells in presence of CPT. chicken DT40 Tdp1-/-;hTDP1 cells + 20 nM CPT, ATP luminescence, 48 h. Potency, µM (doses to about 46.2 µM), without a hit: top-dose activity change, negative = growth inhibition, most hits filed as inhibitors. hit rate 12% among 420,000. AID 686979, 2013; further: nearly all actives have a fitted effect of over 55% in size
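Chicken DT40 Tdp1-/- cells stably complemented with human TDP1 were seeded at 400 cells/well in medium containing 20 nM camptothecin, exposed to pin-transferred compounds, and grown at 37 °C for at least 48 hr. Viability was read as ATP luminescence.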
FEN1 inhibitor: qHTS Assay for the Inhibitors of Human Flap endonuclease 1 (FEN1) | P39748 | Recombinant FEN1 flap cleavage, fluorescence, 15 min | Potency, µM (doses to about 114 µM), inactives show top-dose activity change, negative = inhibition, usual class: inhibitors | hit rate 0.35% among 390,000; further: nearly all actives have a fitted effect of over 65% in size
Target sequence (P39748 whole entry, looked up): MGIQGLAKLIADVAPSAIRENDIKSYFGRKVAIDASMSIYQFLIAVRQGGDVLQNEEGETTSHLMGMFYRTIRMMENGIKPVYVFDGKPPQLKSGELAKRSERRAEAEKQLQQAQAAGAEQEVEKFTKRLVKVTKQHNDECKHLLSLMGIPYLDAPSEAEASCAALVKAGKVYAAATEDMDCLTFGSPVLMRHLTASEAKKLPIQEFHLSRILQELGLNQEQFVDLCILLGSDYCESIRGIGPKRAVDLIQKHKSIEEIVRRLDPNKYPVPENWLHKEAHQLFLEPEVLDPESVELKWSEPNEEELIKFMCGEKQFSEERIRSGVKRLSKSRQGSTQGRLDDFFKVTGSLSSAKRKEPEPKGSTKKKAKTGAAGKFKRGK
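Potency values derive from four-parameter Hill fits of normalized qHTS data. The reaction used 10 nM FEN1 preincubated 15 min at room temperature with compound, then 50 nM DNA substrate, read at 0 and 15 min.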
N370S GC mod: qHTS Assay for Inhibitors and Activators of N370S glucocerebrosidase as a Potential Chaperone Treatment of Gaucher Disease | N370S GC spleen homogenate, 4MU-glucoside fluorescence | Potency, µM (series often up to 59.4 µM), for inactives: at the top dose activity change, negative = inhibition, hits mostly inhibitors | hit rate 0.092% among 330,000 | AID 2101, 2009;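 further: 0% = full enzyme activity and -100% = no enzyme basal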
Starred values were filed as active, the others as inactive; ? = inconclusive; . = no result given; & = joins results of further samples; [ ] = another dose, or the depositor's remark. The call rests on the fitted dose curve; in most records, active means well fitted curve in the direction sought with a large enough effect; inconclusive means small, poorly fitted or top-dose-only effect, or another doubt; inactive means no such curve, though single readings can be large; an effect the other way counts as inactive or inconclusive. Unless noted, on the % scale 0 is the no-effect control and ±100 the full control effect; potency means the concentration at half of the fitted maximal effect.

[1] CSCC[C@H](NC(=O)OC(C)(C)C)C(=O)N1CCC(C(=O)NCC(=O)Nc2ccc(C)cc2)CC1
[2] COCCNC(=O)C(=O)NNC(=O)c1ccccc1OC
[3] O=C1C2C3C=CC(C3)C2C(=O)N1CCN1CCN(S(=O)(=O)c2ccc3ccccc3c2)CC1 (stereo not drawn)
[4] CCCCn1c(SC(C)C(N)=O)nc2cc(C(=O)OC)ccc2c1=O (stereo not drawn)
[5] CSc1[nH]c(=O)c(C(=O)O)cc1C#N
[6] Cc1ccc(C)n1-c1c(C(=O)NCCCN2CCN(c3ccc(F)cc3)CC2)sc2ncccc12

screen / no.	1	2	3	4	5	6
N370S GC mod	-4%	11%	2%	1%	-1%	.
TDP1 cell CPT	-7%	-1%	?	-22%	-6%	21µM*
FEN1 inhibitor	13%	13%	7%	3%	5%	-3%

[7] COc1ccc(NC(=O)N(C)C[C@H]2Oc3c(NS(=O)(=O)c4cccs4)cccc3C(=O)N([C@@H](C)CO)C[C@@H]2C)cc1
[8] O=C(CCCN1C(=O)/C(=C/c2ccccc2Cl)SC1=S)NNC(=O)c1cccnc1
[9] Cc1ccc(CNC(=O)C(=O)c2cn(CC(=O)N3CCOCC3)c3ccccc23)cc1
[10] O=C(COC(=O)C1CC2CCCC(C1)C2=O)Nc1cccc(F)c1 (stereo not drawn)
[11] COc1cccc(C(=O)Nc2cccc(C(=O)OCc3cc(=O)n4c(C)csc4n3)c2)c1
[12] CCOC(=O)C1=C(COC(=O)c2ccc(Cl)nc2)NC(=O)NC1C (stereo not drawn)

screen / no.	7	8	9	10	11	12
N370S GC mod	.	-29%	-12%	.	.	.
TDP1 cell CPT	3%	?	6%	-9%	?	0%
FEN1 inhibitor	15%	-15%	-18%	0%	10%	11%

[13] Cc1ccccc1N1CCN(C(=O)c2ccc(Oc3ccc(C(F)(F)F)cn3)cc2)CC1
[14] CC(C)Cn1c(N)c(C=O)c(=O)[nH]c1=O
[15] COc1ccc(C(=O)c2sc3nc(-c4ccc(C)cc4)cc(C(F)(F)F)c3c2N)cc1
[16] Clc1ccccc1-c1nnc(-c2ccc3c(c2)OCO3)o1
[17] NC(N)=NCc1cccc(I)c1
[18] Cc1cc2c(c(=O)n1Cc1ccco1)C(c1ccccc1)C(C#N)=C(N)O2 (stereo not drawn)

screen / no.	13	14	15	16	17	18
N370S GC mod	-11%	2%	.	18%	-11%&2%	8%
TDP1 cell CPT	8.9µM*	6%	-29%	?	6.5µM*	-18%
FEN1 inhibitor	3%	1%	17%	5%	3%	0%

[19] Cc1ccc(-n2cc(-c3ccc([N+](=O)[O-])cc3)[nH]c2=S)c(C)c1
[20] COc1ccc(NC(=O)c2cc(-c3ccccn3)nc3ccccc23)cc1S(=O)(=O)N(C)C
[21] COc1ccccc1CNC(=O)C[n+]1ccccc1
[22] COc1ccc(S(=O)(=O)NCc2ccc3c(c2)OCO3)cc1C(=O)O
[23] CC(C)(C)OC(=O)NCCCC[C@H](NC(=O)c1nc[nH]c1C(=O)N1CCc2ccccc2C1)C(=O)OC(C)(C)C
[24] CCc1ccccc1N=C1SCC(=O)N1C

screen / no.	19	20	21	22	23	24
N370S GC mod	-1%	.	9%	-14%	16%	8%
TDP1 cell CPT	16µM*	?	4%	-1%	26µM*	2%
FEN1 inhibitor	8%	-6%	3%	0%	0%	-2%

Full records as entered above. Order of values: N370S GC mod	TDP1 cell CPT	FEN1 inhibitor
COc1ccccc1CNC(=O)C[n+]1ccccc1 is entered as 9%	4%	3%
CC(C)(C)OC(=O)NCCCC[C@H](NC(=O)c1nc[nH]c1C(=O)N1CCc2ccccc2C1)C(=O)OC(C)(C)C is entered as 16%	26µM*	0%
CCc1ccccc1N=C1SCC(=O)N1C is entered as 8%	2%	-2%
COc1ccc(S(=O)(=O)NCc2ccc3c(c2)OCO3)cc1C(=O)O is entered as -14%	-1%	0%

(listing goes on)
[25] Cc1ccc2c(=O)cc(C(=O)Nc3ccc(S(=O)(=O)Nc4onc(C)c4C)cc3)oc2c1C
[26] O=C(NCCc1nc2ccccc2[nH]1)c1ccc(Cl)c([N+](=O)[O-])c1
[27] CNc1c2cccc(C)c2nc2c(C(=O)NCCN(C)C)cccc12
[28] Nc1nc(C2CCCCC2)cs1
[29] COc1ccccc1C=C1SC(=S)NC1=O
[30] COC(=O)c1cc2sc(Cl)cc2n1CC(=O)N1CCCc2ccccc21

screen / no.	25	26	27	28	29	30
N370S GC mod	.	-4%	.	-11%	.	-9%
TDP1 cell CPT	-4%	-27%	0.18µM*	-10%	?	?
FEN1 inhibitor	-5%	-2%	2.8µM*	5%	-3%	8%

[31] Cc1c(Cc2ccccc2)c(=O)oc2cc(OCC(=O)N3CCC(C(=O)O)CC3)ccc12
[32] CN1CCN(C(=O)c2ccc(CSc3nc4ccncc4n3Cc3ccc(F)cc3)cc2)CC1
[33] CCOc1ccccc1NC(=O)c1nc(S(=O)(=O)Cc2ccccc2F)ncc1Cl
[34] CN(CC(=O)Nc1c(Cl)cccc1Cl)C(=O)CNC(=O)c1sc2ccccc2c1Cl
[35] COCCN1C(=O)N[C@@H](CCc2ccccc2)[C@H](C(=O)OC)[C@H]1C
[36] O=C(N[C@@H](Cc1ccccc1)C(=O)OCc1ccccc1)c1nc[nH]c1C(=O)N1CCN(c2ccccc2)CC1

screen / no.	31	32	33	34	35	36
N370S GC mod	0%	10%	.	.	-14%[12.8 µM]	9%
TDP1 cell CPT	0%	-14%	0.56µM*	?	?	?
FEN1 inhibitor	-7%	1%	-31%	-7%	-3%	-4%

[37] Cc1ccc(NC(=O)CSc2nc3ccccc3c(=O)n2CCCC(=O)NCCCN2CCOCC2)cc1
[38] Cc1cc(NC(=O)c2ccc(Cl)cc2)ccc1NC(=O)c1ccccc1Cl
[39] Cc1cccc(C)c1NC(=O)CSc1nc2ncccc2o1
[40] O=C1C2C3C=CC(C3)C2C(=O)N1Nc1ccc([N+](=O)[O-])cc1[N+](=O)[O-] (stereo not drawn)
[41] COc1ccc(-c2cn3nc(N4CCC(C(=O)Nc5ccccc5OC)CC4)sc3n2)cc1
[42] CCC(CC)c1nnc(NC(=O)CN2C(=O)c3ccccc3C2=O)s1

screen / no.	37	38	39	40	41	42
N370S GC mod	-1%	-4%	.	-11%	.	4%
TDP1 cell CPT	-1%	?	0%	3%	?	-7%
FEN1 inhibitor	-1%	2%	6%	-15%	1%	1%

[43] O=C(NCCn1ccc2ccccc21)c1ccc(Cl)cc1
[44] CSc1ncccc1C(=O)OCC(=O)c1cccc(Br)c1
[45] O=C1OC(c2ccco2)=N/C1=C\c1ccc(-c2cccc(C(F)(F)F)c2)o1
[46] Cc1cccn2cc(-c3cccc(S(=O)(=O)N4CC(C)OC(C)C4)c3)nc12 (stereo not drawn)
[47] COc1ccc(CNC(=O)C(=O)Nc2c3c(nn2-c2ccccc2)CSC3)cc1
[48] CCOC(=O)c1c(C)sc(Sc2ccc(Cl)cc2[N+](=O)[O-])c1OC

screen / no.	43	44	45	46	47	48
N370S GC mod	.	-17%	-1%	-6%	.	5%
TDP1 cell CPT	?	-6%	?	?	?	?
FEN1 inhibitor	-15%	-4%	13%	19%	20%	-17%

[49] O=C(NCC12CC3CC(CC(C3)C1)C2)c1cc2nc(-c3ccc(F)cc3)cc(C(F)(F)F)n2n1
[50] CCC1CCCCN1S(=O)(=O)c1ccc(NC(=O)C2CCN(C(=O)c3ccco3)CC2)cc1 (stereo not drawn)
[51] COc1ccc(C=C2NC(=S)NC2=O)cc1
[52] COc1ccc(C(=O)NCC(=O)NCC(c2ccco2)N(C)C)cc1OC (stereo not drawn)
[53] Cn1nnc2c(N3CCN(c4cccc(Cl)c4)CC3)ncnc21
[54] O=C(CSc1nnnn1-c1ccc(O)cc1)c1ccc(F)cc1

screen / no.	49	50	51	52	53	54
N370S GC mod	.	-13%	.	1%	.	7%
TDP1 cell CPT	4%	-18%	-4%	-8%	?	-20%
FEN1 inhibitor	0%	6%	-5%	3%	-9%	15%

Arranged by molecular weight (ascending): part of the list above.
[52] COc1ccc(C(=O)NCC(=O)NCC(c2ccco2)N(C)C)cc1OC (stereo not drawn)
[49] O=C(NCC12CC3CC(CC(C3)C1)C2)c1cc2nc(-c3ccc(F)cc3)cc(C(F)(F)F)n2n1
[50] CCC1CCCCN1S(=O)(=O)c1ccc(NC(=O)C2CCN(C(=O)c3ccco3)CC2)cc1 (stereo not drawn)

screen / no.	52	49	50
N370S GC mod	1%	.	-13%
TDP1 cell CPT	-8%	4%	-18%
FEN1 inhibitor	3%	0%	6%

Further compounds.
[55] COc1ccccc1-n1c(SCC(=O)Nc2ccc(C)cc2)nc(O)cc1=O
[56] CCN(CC)S(=O)(=O)c1ccc2c(c1)c(=O)c(C(=O)N(C)Cc1ccccc1)cn2C
[57] C=CCn1c(SCC(=O)NC2CCS(=O)(=O)C2)nc2scc(C3CC3)c2c1=O (stereo not drawn)
[58] CSc1nnc(-c2cc3c(s2)-c2ccccc2CC3)o1
[59] Cc1cc(C)c2oc(C(=O)Nc3ccc(S(=O)(=O)N(C)c4ccccc4)cc3)cc(=O)c2c1
[60] COc1ccc2c(c1)C(SCC(=O)NCCc1ccc(Cl)cc1)CC(C)(C)O2 (stereo not drawn)

screen / no.	55	56	57	58	59	60
N370S GC mod	24%	.	20%	?	.	3%
TDP1 cell CPT	-12%&-11%	4%	-14%	-4%	?	16µM*
FEN1 inhibitor	11%&-3%	1%	-18%	-3%	-3%	-8%

[61] FC(F)(F)c1ccc(Cl)c(-n2c(Cc3cccs3)n[nH]c2=S)c1
[62] CN(Cc1ccccc1Cl)C(=O)C1CCC(=O)N(C2CCCCCC2)C1 (stereo not drawn)
[63] Cc1[nH]c(=O)c(C#N)c(C)c1[N+](=O)[O-]
[64] COc1ccc(CNC(=O)Cn2cccc2C(=O)c2ccccc2)cc1
[65] C(=N\Nc1ccccn1)/c1ccc2c(c1)OCCO2
[66] O=C(/C=C/C=C/c1ccc2c(c1)OCO2)N1CCCCC1

screen / no.	61	62	63	64	65	66
N370S GC mod	6%	-5%	-2%	0%	0%	-8%&0%
TDP1 cell CPT	-16%	?	1%	-22%	-4%	?
FEN1 inhibitor	-16%	-15%	4%	-3%	-2%	-5%

[67] COC(=O)Cc1ccc(NC(C)=O)cc1
[68] CCCCN(C(=O)c1ccc(-c2ccc(Cl)cc2)o1)c1c(N)n(CCC)c(=O)[nH]c1=O
[69] Cc1ccccc1CNC(=O)c1cc2cc(S(=O)(=O)N3CCCCC3)ccc2n1C
[70] CCc1nnc(NS(=O)(=O)c2ccc(NC(=O)OC)cc2)s1
[71] CCN(CC)CCNC(=O)CCc1nnc2ccc(N3CCC(C)CC3)nn12
[72] CN(C(=O)Cc1c(C(=O)O)n(C)c2ccccc12)c1ccc(F)cc1

screen / no.	67	68	69	70	71	72
N370S GC mod	.	.	.	12%	-11%	-25%
TDP1 cell CPT	9%	-8%	?	-10%	2%	5%
FEN1 inhibitor	18%	-9%	-16%	3%	9%	-9%

[73] COc1cccc(C2CC(c3cccs3)=NN2C(=S)Nc2ccccc2)c1OC (stereo not drawn)
[74] CC1(c2ccccc2Cl)NC(=O)N(CC(=O)NC(=O)NCc2ccco2)C1=O (stereo not drawn)
[75] COc1ccc(/C=C2/SC(=O)N(CCNC(=O)C3COc4ccccc4O3)C2=O)cc1 (stereo not drawn)
[76] O=S(=O)(Nc1cccc(-c2cn3c(n2)SCC3)c1)c1ccccc1
[77] O=C(Nc1cccc(S(=O)(=O)N2CCOCC2)c1)C12CC3CC(CC(C3)C1)C2
[78] Cc1ccc(-c2nnc3ccc(SCC(=O)OCc4ccccc4)nn23)cc1

screen / no.	73	74	75	76	77	78
N370S GC mod	10%	-19%	0%	0%	.	.
TDP1 cell CPT	?	4%	?	-8%	?	-1%
FEN1 inhibitor	-1%	-3%	10%	-1%	1%	-26%

[79] COCCNC(=O)C(=O)NCCN1CCOCC1
[80] CCn1nc(C(=O)OCc2cccc(S(=O)(=O)N(C)C)c2)c2ccccc2c1=O
[81] COc1ccc(-c2c(-c3ccccc3OC)sc3ccccc23)cc1C=O
[82] O=C(CCN1C(=O)c2ccccc2C1=O)Nc1ccc2c(c1)OCCO2
[83] COc1cc2c(cc1OC)CN(CC(=O)Nc1ccc(F)cc1F)CC2
[84] COc1cc(OC)cc(C(=O)NCC(=O)N2CCN(c3ccc(O)cc3)CC2)c1
[85] CCCn1c(=O)c(C(=O)OCC)c(O)c2cc(Br)ccc21
[86] CN(C)C(=O)c1ccc(NC(=O)COC(=O)C2=COCCO2)cc1

screen / no.	79	80	81	82	83	84	85	86
N370S GC mod	8%	11%	.	8%	-11%	-27%	-12%	2%
TDP1 cell CPT	-15%	?	?	-3%	0%	?	-26%	-7%
FEN1 inhibitor	-10%	-24%	-9%	-2%	0%	0%	-13%	3%

This is a subset. The share of hits here may be higher or lower than overall.
